Source: PubChem BioAssay (The Scripps Research Institute Molecular Screening Center)
ASAP1 GAP inh: inhibitors of human ASAP1 ArfGAP activity. ASAP1-stimulated ARF1 GTP hydrolysis, GDP FP detection. Q9ULH1. inhibition, % at 16.5 µM. actives 0.19% (n = 360,000); in the data active means inhibition above about 25%;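 further: 0% = vehicle with enzyme and substrate and 100% = no enzyme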
Target sequence (Q9ULH1 325-724 limits assumed): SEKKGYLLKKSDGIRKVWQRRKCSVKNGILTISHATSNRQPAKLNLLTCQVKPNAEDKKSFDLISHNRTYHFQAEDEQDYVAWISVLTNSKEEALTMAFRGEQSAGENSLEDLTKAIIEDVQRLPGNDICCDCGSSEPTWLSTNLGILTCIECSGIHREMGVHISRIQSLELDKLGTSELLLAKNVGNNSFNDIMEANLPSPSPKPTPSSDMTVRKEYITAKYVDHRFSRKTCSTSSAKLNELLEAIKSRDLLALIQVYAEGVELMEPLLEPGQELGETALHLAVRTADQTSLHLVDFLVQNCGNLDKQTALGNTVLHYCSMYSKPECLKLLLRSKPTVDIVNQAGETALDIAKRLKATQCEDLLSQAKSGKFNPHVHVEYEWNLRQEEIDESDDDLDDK
Tn6 DDE FP: disrupts Tn6 cyclic peptide binding to fibrin D-Dimer-E complex; inhibition, % at 8.3 µM; P02675; AID 720509; actives 0.21% (n = 370,000); Fibrin DD(E) TRITC-Tn6 fluorescence polarization displacement;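 active means inhibition above a per-campaign cutoff: mean of compounds within control limits plus 3 SD, cut at about 15% in these data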;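 further: 0% = median of all compound wells on the plate and 100% = blocking peptide control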
ADAM17 inh: inhibitors of human ADAM17 | P78536 | recombinant ADAM17, EDANS/DABCYL FRET peptide cleavage | inhibition, % at 6.95 µM | actives 0.83% (n = 370,000);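 active means inhibition above the mean of compounds lying between control limits plus 3 SD, set per campaign, cut at about 8.5% in these data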;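 further: 0% = DMSO-only wells as the low control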
proKLK7 act: activates the human kallikrein-7 zymogen | purified proKLK7, EDANS-DABCYL substrate fluorescence; 100% is mature enzyme control, 0% vehicle | P49862 | activation, % at 7 µM | actives 0.9% (n = 370,000);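 active means activation above the mean of all tested compounds plus 3 SD, computed per campaign excluding outliers beyond control limits, cut at about 13% in these data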
Tn7 DDE FP: inhibitors of Tn7 peptide binding to human fibrin DD(E). P02675. FP displacement of FITC-Tn7 peptide from fibrin DD(E); 0% = median of compound wells per plate. inhibition, % at 8.3 µM. actives 0.13% (n = 370,000). AID 720508;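 active means inhibition above the mean of compounds falling within the control limits plus 3 SD of them, cut at about 14% in these data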;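 further: 0% = plate median of compound wells and 100% = 10 µM Aha-Tn7 peptide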
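Assay system: Human clot-derived fibrin DD(E) complex | Buffer or medium: Tris/NaCl/CaCl2 buffer, pH 7.8 | Repeats: One replicate per compound | Benchmarks: Aha-Tn7 high control | Measure: % inhibition scaled between sample-field median and high-control FP | Schedule: 10 min plus 3 h, room temperature | Signal: Fluorescence polarization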
PLC-beta3 inh: inhibitors of human phospholipase C beta3; Q01970; Purified PLC-beta3, fluorogenic substrate, fluorescence; inhibition, % at 12.2 µM; actives 0.18% (n = 370,000); AID 720704; in the data active means inhibition above about 11%;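 further: 0% = median of compound wells on plate and 100% = full blocker control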
UHRF1 MBD2 ctr: human UHRF1 methylated DNA binding inhibitors; AID 687016; UHRF1 binding to methylated oligo, TR-FRET; Q96T88; inhibition, % at 4.4 µM; actives 0.75% (n = 370,000); in the data active means inhibition above about 21%;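 further: UHRF1 SRA domain binding a hemimethylated CpG hairpin DNA probe; 0% = median of test compound wells and 100% = reference inhibitor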
ARFGAP1 inhibitor: inhibits rat ARF GTPase activating protein 1. Arfgap1-stimulated ARF1 GTP hydrolysis, GDP FP detection. inhibition, % at 16.5 µM. actives 0.26% (n = 360,000). AID 651572;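 active means inhibition above a per-plate limit, mean inhibition of low control wells plus 3 SD, cut at about 25% in these data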;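 further: 0% = DMSO wells with enzyme and 100% = wells lacking Arfgap1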
Target sequence (Q62848 1-136 limits assumed): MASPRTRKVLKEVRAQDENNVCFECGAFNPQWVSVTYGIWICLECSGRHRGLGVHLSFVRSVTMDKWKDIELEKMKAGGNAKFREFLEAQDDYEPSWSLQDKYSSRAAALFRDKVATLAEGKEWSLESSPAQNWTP
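Repeats: one replicate per compound; assay system: rat Arfgap1 catalytic domain, aa 1-136; times: enzyme reaction 120 min at 25 °C after 20 min preincubation; detection: FP of antibody-bound GDP Alexa 633 tracer, ex 620/em 688 nm; benchmarks: high control wells lacking Arfgap1, low control full reaction with DMSO; reagent: human ARF1(Δ1-17)-GTP substrate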
PLCg1 inh: blocks human PLC-gamma1 enzyme activity; inhibition, % at 12.2 µM; purified PLC-gamma1, fluorogenic substrate, fluorescence; actives 0.84% (n = 370,000); in the data active means inhibition above about 9.5%
MBD2 DNA inh: MBD2-methylated oligo binding inhibition; TR-FRET, MBD2 binding to methylated oligonucleotide; actives 0.31% (n = 370,000); Q9UBB5; inhibition, % at 4.4 µM; AID 686964; in the data active means inhibition above about 13%
Target sequence (Q9UBB5 whole entry, looked up): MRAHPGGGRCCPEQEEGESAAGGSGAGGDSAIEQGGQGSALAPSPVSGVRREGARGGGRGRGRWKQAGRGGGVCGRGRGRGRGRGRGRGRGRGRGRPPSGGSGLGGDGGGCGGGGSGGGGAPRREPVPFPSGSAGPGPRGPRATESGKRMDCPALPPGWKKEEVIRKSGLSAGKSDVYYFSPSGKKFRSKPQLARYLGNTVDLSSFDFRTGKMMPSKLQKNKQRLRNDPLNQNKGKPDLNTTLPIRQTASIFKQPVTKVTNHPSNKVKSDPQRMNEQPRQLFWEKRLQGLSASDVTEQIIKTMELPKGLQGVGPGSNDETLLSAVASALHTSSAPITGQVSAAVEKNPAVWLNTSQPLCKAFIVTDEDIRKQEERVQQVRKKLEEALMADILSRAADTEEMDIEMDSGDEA
Active calls of the source: *; i = inactive; · = not tested or not shown; & = joins results of further samples.

ASAP1 GAP inh	Tn6 DDE FP	ADAM17 inh	proKLK7 act	Tn7 DDE FP	PLC-beta3 inh	UHRF1 MBD2 ctr	ARFGAP1 inhibitor	PLCg1 inh	MBD2 DNA inh	SMILES
12	-1	3	0.1	7	-7	-4	-4	1	2	O=C(CCn1cccn1)Nc1ccc2c(c1)OCO2
6	0	-1	-0.2	-3	-6	-2	3	2	3	Cn1c(N)c(C(=O)COC(=O)C2CC(O)CN2S(=O)(=O)c2ccc(Cl)cc2)c(=O)n(C)c1=O (configuration not stated)
-3	4	0	0.6	2	-2	1	1	-5	-8	CC(c1ccccc1)C(OC(=O)c1cccc([N+](=O)[O-])c1C(=O)O)c1ccccc1 (configuration not stated)
5	0	3	0.5	-5	-6	-2	16	-1	0	O=C(CNC(=O)OCc1ccccc1)Nc1ccc(F)cc1
16	-1	-1	0.8	-7	5	3	1	3	1	O=C(Oc1ccccc1N1C(=O)C2CC=CCC2C1=O)c1ccc(Br)cc1 (configuration not stated)
-10	-3	-1	0.3	5	-4	-1	-6	-4	4	CC1CCN(S(=O)(=O)c2ccc(NC(=O)CCN3C(=O)C4CC=CCC4C3=O)cc2)CC1 (configuration not stated)
-2	5	-3	-0.4	9	-2	0	5	1	3	CCCSc1nnc(N)s1
10	2	-5	0.0	7	-3	-1	-9	0	-4	C/C=C/C=C(/NC(=O)c1ccccc1)C(=O)Nc1ccccc1
-3	0	-2	0.1	8	2	-1	14	-2	3	Cc1c(C(=O)N2CCN(Cc3nccn3C)CC2)oc2c(F)cccc12
11	4	0	1.0	2	7	3	8	8	-2	C=CCNC(=S)Nc1ccc(C(N)=O)cc1
-12	4	-3	0.5	-4	-1	-1	1	2	5	O=C(Nc1ccc(C(=O)N2CCOCC2)cc1)c1cccs1
-14	0	-5	-0.6	6	-13	2	-3	-4	0	COC(=O)c1cc(NC(=O)Cn2nc(C)n3cccc3c2=O)cc(C(=O)OC)c1
3	-3	-3	0.3	-5	-9	1	4	4	-2	Cc1cc(-c2ccc(C)c(S(=O)(=O)NCCCN3CCN(c4ccccc4F)CC3)c2)on1
-12	-5	0	0.0	0	7	1	3	3	2	O=C(NC1CCCCC1)C(=S)N1CCOCC1
7	-1	2	-0.6	3	1	-2	-17	3	-4	CCN(CC)C(=O)C1=C(C)N(Cc2ccc(C(C)(C)C)cc2)C(=O)C(CC(=O)NCCCN(C)C)C1 (configuration not stated)
·	-4	-2	·	4	-79	0	·	-54	3	COc1ccc2c(c1)N=C(c1[nH]c3ccccc3c1CCN1C(=O)c3ccccc3C1=O)[C@]2(O)CCN1C(=O)c2ccccc2C1=O
-10	7	-1	0.4	-6	-1	1	-10	2	3	CCOC(=O)N1CCN(C(=O)c2oc3ccc(S(=O)(=O)N(CC)CC)cc3c2C)CC1
0	4	-5	0.3	4	-3	-1	14	1	-3	O=[N+]([O-])c1cnn(-c2nc(-c3cccs3)cc(C(F)(F)F)n2)c1
-5&-8	2&-1	-3&-3	0.1&0.6	4&5	5&-21	3&19	-4&-6	4&-19	-2&1	C=CCOC(=O)C1=C(C)NC(SCC(=O)N(CC)CC)=C(C#N)C1c1ccco1 (configuration not stated)
·	9	0	0.3	1	0	0	·	-2	0	O=C(CSc1nc2ccccc2nc1N1CCOCC1)NCc1ccc(Cl)cc1Cl
1	-3	-5	-0.1	0	-39	-4	2	-28	0	c1cc(N2CCOCC2)ccc1-c1ccc2nncn2c1
-17	8	-2	-0.3	13	0	0	2	-2	-4	CC(=O)Nc1ccc(S(=O)(=O)NC(C)C(=O)OCC(=O)Nc2ccc(F)cc2Cl)cc1 (configuration not stated)
-5	3	-1	0.8	-2	3	3	-2	-3	2	CS(=O)(=O)N(CC(=O)O)c1cc(C(F)(F)F)ccc1Cl
5	6	-5	-0.9	6	-1	1	10	-1	4	COc1cc(C2NC(=O)N(C)C3=C2C(=O)CCC3)cc(OC)c1OC (configuration not stated)
9	-5	1	0.0	-2	2	-2	9	1	5	CCOC(=O)c1nnn(-c2nonc2N)c1CSc1ccccn1
10	-3	3	0.2	1	-5	-2	13	-4	-2	CCCCc1ccc(NC2=NCC(=O)N2CCc2ccccc2)cc1
-5	-7	-3	-0.3	0	-5	-3	-4	0	0	Cc1nc(SCC(=O)Nc2ccccn2)n[nH]1
6	0	-3	-0.6	4	-1	-1	11	0	3	COc1cc(OC)cc(C(=O)NCC(=O)N2CCN(Cc3ccccc3)CC2)c1
7	-4	6	-1.1	-6	5	3	9	10*	-2	C(=NOCc1ccccc1)c1ccncc1
4	-3	0	-0.1	-2	3	0	1	1	-1	COc1ccc(CCN2C(=O)N(c3ccc(OC)cc3)C(=O)C2CC(=O)Nc2ccccc2)cc1 (configuration not stated)

(list continues)
ASAP1 GAP inh	Tn6 DDE FP	ADAM17 inh	proKLK7 act	Tn7 DDE FP	PLC-beta3 inh	UHRF1 MBD2 ctr	ARFGAP1 inhibitor	PLCg1 inh	MBD2 DNA inh	SMILES
-13	5	-4	-0.1	8	-2	-1	-17	-2	-4	COC(=O)c1c(C(=O)OC)c(-c2ccc(OC)cc2)n2c1CS(=O)(=O)C2
4	2	-1	-0.3	9	-7	6	0	-5	11	CC1Cn2c(nnc2-c2cccs2)S1 (configuration not stated)
9	-6	-5	0.1	-6	-6	-2	-8	6	-3	O=C(NCC(c1ccccc1)N1CCCC1)C1CCN(C(=O)Nc2ccccc2)CC1 (configuration not stated)
9	2	-3	-0.3	-2	-4	-2	5	2	-6	CN(CCCCCCN(C)Cc1ccccc1O)Cc1ccccc1O
-8	-3	-3	1.3	-8	-36	3	5	-36	5	COc1ccc(O[C@H]2C=C[C@@H](c3ccccc3)O[C@@H]2CO/N=C(\C)CCN2CCCCc3nc(C)c(C)cc32)cc1
·	3	1	-0.5	9	-1	12	·	0	4	COC(=O)C1CN(Cc2ccccc2)CCS(=O)(=O)N1Cc1cn(Cc2ccc(F)cc2)nn1 (configuration not stated)
2	-4	-1	0.2	-1	-1	0	9	1	4	NS(=O)(=O)c1ccc(NC(=O)COC(=O)CNC(=O)C23CC4CC(CC(C4)C2)C3)cc1
8	-3	-19	14*	2	-170	-1	12	-152	-3	Cc1cc(C)cc(Oc2coc3cc(OC(=O)c4cccs4)ccc3c2=O)c1
-14	-2	-1	-0.1	-6	-8	-1	-5	-3	5	CCc1ccc(NC(=O)NNC(=O)CCc2ccccc2)cc1
1	1	-1	-0.3	-2	-1	1	1	-1	-4	CCCSc1nnc(-c2c[nH]c3ccccc23)n1CC
5	-8	-108	59*	-6	i	0	7	i	1	CN(C)CCNc1oc(-c2cccc(Cl)c2)nc1C#N
1	1	-1	-0.1	1	4	1	14	2	4	CCCCCCCCS(=O)CCC(=O)O (configuration not stated)
0&-4	-1&0	-1&1	-0.6&0.5	-10&-6	4&-2	-1&0	-11&1	-2&1	-2&4	Cc1cccc(NC(=S)N/C(=N/S(=O)(=O)c2ccccc2)c2ccccc2)c1
5	5	-6	0.0	1	-1	1	-5	0	-2	Cc1occc1-c1nnc(SCC(=O)N2c3ccccc3CCc3ccccc32)n1C
4	0	-4	0.4	5	-1	-2	-1	1	-1	CCN(CC(=O)Nc1ccccc1Br)C1CCCCC1
6	-2	2	0.9	-4	1	5	11	2	-1	Cc1ccc(NC(=O)c2csnn2)c(C)c1
15	1	-9	-0.7	10	-52	1	22	-35	1	COc1ccc(Nc2nc(-c3ccccc3)nc3ccccc23)cc1S(=O)(=O)N1CCOCC1
-6	2	-3	-0.3	8	-1	-3	-14	-1	1	O=C(NCc1ccc(F)cc1F)[C@@H]1CCCN1C(=O)[C@@H]1CCCN1C(=O)c1ccccc1
-4	-1	-4	-0.1	6	1	-1	7	-1	0	O=C(NC1CCCCC1)N1CCCCCC1
5	-4	13*	0.7	-4	4	1	12	1	-6	CCc1ccc(NC(=O)c2ccc(F)c(S(=O)(=O)NCC3COc4ccccc4O3)c2)cc1 (configuration not stated)
6	12	1	-0.9	0	-7	-2	8	-6	3	c1ccc(C2=NNC(=NCc3ccc4c(c3)OCO4)SC2)cc1
8	0	-58	0.4	-1	-26	0	10	-2	6	O=C(COc1ccc2ccc(=O)oc2c1)Nc1cccnc1

7 neighbouring records out of the list so far, quoted:
ASAP1 GAP inh	Tn6 DDE FP	ADAM17 inh	proKLK7 act	Tn7 DDE FP	PLC-beta3 inh	UHRF1 MBD2 ctr	ARFGAP1 inhibitor	PLCg1 inh	MBD2 DNA inh	SMILES
6	-2	2	0.9	-4	1	5	11	2	-1	Cc1ccc(NC(=O)c2csnn2)c(C)c1
15	1	-9	-0.7	10	-52	1	22	-35	1	COc1ccc(Nc2nc(-c3ccccc3)nc3ccccc23)cc1S(=O)(=O)N1CCOCC1
-6	2	-3	-0.3	8	-1	-3	-14	-1	1	O=C(NCc1ccc(F)cc1F)[C@@H]1CCCN1C(=O)[C@@H]1CCCN1C(=O)c1ccccc1
-4	-1	-4	-0.1	6	1	-1	7	-1	0	O=C(NC1CCCCC1)N1CCCCCC1
5	-4	13*	0.7	-4	4	1	12	1	-6	CCc1ccc(NC(=O)c2ccc(F)c(S(=O)(=O)NCC3COc4ccccc4O3)c2)cc1 (configuration not stated)
6	12	1	-0.9	0	-7	-2	8	-6	3	c1ccc(C2=NNC(=NCc3ccc4c(c3)OCO4)SC2)cc1
8	0	-58	0.4	-1	-26	0	10	-2	6	O=C(COc1ccc2ccc(=O)oc2c1)Nc1cccnc1
